hiPSC survival: hiPSC single-cell survival enhancement; ATPlite luminescence; 100% = ROCK inhibitor wells, 0% = DMSO; survival enhancement, % at 20 µM; hit rate 0.044% among 360,000; AID 602274; in the data active = survival enhancement above about 18%;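 also: cells exposed to compounds for 16 hours before the ATP read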
KKLEB cytotox: reduces viability of KKLEB cystic fibrosis airway cells. hit rate 0.36% among 360,000. KKLEB CF airway cells viability, ATPlite luminescence, overnight; stronger effect = lower value; cells stimulated with P. aeruginosa culture filtrate. AID 602141. activity change (cytotoxicity), % at 5 µM;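 active = corrected activity change at or below -50% at 5 µM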
NR2E3 ag-1: agonists of human NR2E3 nuclear receptor. CHO-S Gal4-NCOR/VP16-NR2E3 two-hybrid, luciferase. AID 602229. inhibition of corepressor binding, % at 3.98 µM. hit rate 0.35% among 360,000. Q9Y5X4;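 active = inhibition above the mean of all tested compounds plus 3 SD, cut at about 70% in these data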;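 also: 0% = DMSO with NR2E3 transfected cells and 100% = cells lacking NR2E3 construct; higher means lower luciferase signal from less NR2E3 corepressor binding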
Target sequence (Q9Y5X4 whole entry, looked up, the tested form may be a part): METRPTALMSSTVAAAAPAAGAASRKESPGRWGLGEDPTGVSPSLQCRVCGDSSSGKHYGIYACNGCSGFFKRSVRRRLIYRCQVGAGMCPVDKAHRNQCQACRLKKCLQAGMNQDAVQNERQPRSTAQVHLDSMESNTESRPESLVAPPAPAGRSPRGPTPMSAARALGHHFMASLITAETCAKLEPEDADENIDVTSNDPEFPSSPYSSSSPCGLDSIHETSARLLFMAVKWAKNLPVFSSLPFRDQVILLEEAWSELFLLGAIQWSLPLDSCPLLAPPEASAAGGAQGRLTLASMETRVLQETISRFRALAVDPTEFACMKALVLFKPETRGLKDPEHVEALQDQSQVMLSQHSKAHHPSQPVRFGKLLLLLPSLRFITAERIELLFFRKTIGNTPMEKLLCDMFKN
Peg3 prom inh: reduces Peg3 promoter-driven luciferase expression in HeLa. AID 588405. HeLa PEG-Prom luciferase reporter, luminescence, overnight. hit rate 1.7% among 360,000. inhibition, % at 20 µM;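 active = inhibition of at least 50% at 20 µM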
NR2E3 ag-2: NR2E3 (human) agonism; Q9Y5X4; GST-NR2E3/biotin-RetCOR TR-FRET, 1536-well; inhibition of corepressor binding, % at 4.78 µM; hit rate 0.12% among 320,000; AID 2300;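 active = percent inhibition above the cutoff of mean plus 3 SD of all tested compounds, set per screening campaign, cut at about 20% in these data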;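 also: 0% = DMSO wells and 100% = biotin wells as full block of FRET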
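System: GST-tagged NR2E3 plus biotinylated RetCOR corepressor; Buffer or medium: pH 7.5 Tris-based buffer; Probe or stimulus: RetCOR corepressor, biotinylated, 7 nM; Doses: compound at 4.8 µM, single dose; Schedule: 5 h incubation at 4 °C; Technique: time-resolved FRET; Evaluation: percent inhibition of TR-FRET ratio; Replication: one well per compound, singlicate testing.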
MITF TRPM1 inh: inhibitors of MITF-driven TRPM1 promoter in melanoma cells | SK-MEL-5 TRPM1 promoter luciferase, 24 h | inhibition, % at 12.5 µM | hit rate 0.83% among 330,000 | AID 488899;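 active = mean inhibition across replicates of 60% or more, whatever share of single replicates reaches that level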; also: values of inactives mirror those of a sister screen read the other way
Shn3 3UTR inh: inhibitors of Schnurri-3 3'UTR reporter in osteoblasts. Clone20 osteoblast Shn3 3'UTR firefly luciferase, 24 h. inhibition, % at 12.5 µM. hit rate 0.52% among 360,000;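 active = mean inhibition of at least 75% with every replicate also reaching 75%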;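 also: 0% = median of neutral control wells and 100% = pilot-screen positive control compound; some compounds past the cut are filed as inactive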
HIF-2a block: blocks HIF-2a reporter activity | 786-0 RCC cells HIF-2a reporter, luciferase luminescence, overnight | AID 624352 | inhibition, % at 18.8 µM | hit rate 0.72% among 360,000;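 active = inhibition of the luminescence signal of 40% or more relative to plate controls, in a single-dose primary screen at 18.75 µM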
aDG glyco up: increases alpha dystroglycan glycosylation; Pro5-aDG cells, alpha-DG glycosylation AlphaScreen (IIH6); 0% Pro5, 100% B10-LARGE cell signal; activation, % at 10 µM; hit rate 0.22% among 360,000; AID 624168;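 active = activation of at least 8% versus controls, or a plate z-score of at least 8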;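 also: Pro5 are CHO cells carrying HIG-tagged alpha-DG that lacks glycosylation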
CF NFkB block: inhibitors of cystic fibrosis induced NF-kB; hit rate 0.86% among 360,000; KKLEB NF-kB-GFP reporter, PAF-induced, GFP fluorescence overnight; inhibition, % at 5 µM; AID 588850;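 active = at least 50% inhibition at 5 µM, scaled per plate between neutral and stimulator controls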;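 also: PAF is a Pseudomonas aeruginosa culture filtrate used as stimulus; plate controls were PAF-stimulated DMSO wells for no effect and unstimulated DMSO wells for full effect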
TWEAK-Fn14 inh: inhibitors of TWEAK-Fn14 interaction signaling; hit rate 2% among 360,000; TWEAK-stimulated Fn14 reporter cells, luciferase luminescence, 8 h; inhibition, % at 10 µM; in the data active = inhibition above about 50%
The depositor's hits bear a star; · = no result given.

SMILES	hiPSC survival	KKLEB cytotox	NR2E3 ag-1	Peg3 prom inh	NR2E3 ag-2	MITF TRPM1 inh	Shn3 3UTR inh	HIF-2a block	aDG glyco up	CF NFkB block	TWEAK-Fn14 inh
CCOC(=O)c1ccc(N2CCCCC2)c(NS(=O)(=O)c2cccc(C(F)(F)F)c2)c1	-0.3	-6	0	7	-1	8	32	7	0.2	20	-5
COc1cc(C)c(CNC2CCCCC2)cc1C	1.2	-4	-11	7	0	1	-14	10	0.6	12	9
Cc1cc(C(=O)N/N=C/c2ccc(O)c([N+](=O)[O-])c2)c(C)n1-c1ccc(F)cc1	-1.7	3	-14	-77	5	1	-17	-80	-0.2	12	32
CCOC(=O)c1csc(CCNC(=O)c2oc3c(Cl)cc(C)cc3c2C)n1	0.3	-16	-41	-77	2	-14	-18	-101	0.6	13	-12
COc1ccc(-c2cc(-c3ccccc3)c(C#N)c(S(C)(=O)=O)n2)cc1	-6.1	-19	-7	104*	3	19	-39	88*	-0.5	33	-141
CCn1c(Sc2ccc(N)cc2Cl)nc2ccccc21	-1.9	6	6	20	1	4	-8	17	-0.1	-10	2
Fc1cccc(CNc2ncnc3ccc(-c4ccc5c(c4)OCO5)cc23)c1	-0.3	-2	-22	25	1	26	-5	27	0.2	17	12
Cc1ccc(S(=O)(=O)Nc2ccc(-n3cnnn3)cc2)c(C)c1	1.9	-8	9	12	2	·	4	17	0.0	11	1
CCCCNC(=O)C(NS(=O)(=O)c1cccc2nsnc12)c1ccccc1 (stereo not drawn)	-2.9	-2	-34	-4	0	13	22	14	0.0	22	-15
O=C(NC1CCCC1)C(c1ccsc1)N(C(=O)Cc1cccs1)c1ccccc1 (stereo not drawn)	5.1	-1	-4	20	0	1	3	2	-0.1	10	-5
CC(C)c1nc(NCCN2CCOCC2)c(C#N)c2c1COC(C)(C)C2	4.3	-5	7	14	1	11	25	22	-0.3	3	5
C=CC(=O)N1C/C(=C/c2ccc(Cl)cc2)C(=O)/C(=C\c2ccc(Cl)cc2)C1	3.6	-97*	21	103*	·	98*	97*	83*	-0.5	87*	107*
Cc1cccnc1NC(=S)NC(=O)/C=C/c1ccco1	-0.9	0	-17	-233	1	-5	-46	-239	0.2	-4	-21
C[C@H]1CN([C@@H](C)CO)C(=O)CCCn2nncc2CO[C@@H]1CN(C)Cc1cccc(C(=O)O)c1	-0.4	1	3	-24	·	·	-9	4	0.1	-4	-4
CN(C(=O)c1cccs1)c1ccc(OCC(=O)Nc2ccc(C(=O)O)cc2)cc1	1.1	-2	6	7	1	10	-3	6	-0.1	19	9
CC(=O)N1CCN(c2ccccc2NC(=O)c2cccs2)CC1	0.0	-8	-4	3	0	9	-3	15	0.0	3	0
CCC(C)(C)n1nnnc1CN1CCN(c2ccc(OC)cc2)CC1	-2.3	-12	16	7	-3	-4	-9	8	1.0	14	0
Cc1ccc(S(=O)(=O)N2CCCCC2C(=O)N2CCN(C)CC2)cc1 (stereo not drawn)	0.5	-4	-5	6	0	-5	-3	19	0.3	13	9
CCN(CC)S(=O)(=O)c1ccc2c(c1)c(=O)c(C(=O)N1CCN(c3ccccn3)CC1)cn2C	-0.3	-3	-28	16	2	2	-7	4	-0.1	9	29
CC(C)(O)c1[nH]c2cc(C(F)(F)F)ccc2c1C(C)(C)O	0.5	12	-35	-19	1	3	-6	-30	0.0	-3	-10
CC(Sc1cccc2cccc(C(=O)O)c12)C(=O)O (stereo not drawn)	5.3	6	5	-5	6	5	-14	10	-0.4	-8	13
Cc1cc(C(=O)CCC(=O)N2CCN(c3ccccc3)CC2)c(C)s1	-0.5	-3	-1	7	2	4	4	18	-0.1	13	9
COc1ccccc1CNC(=O)COC(=O)c1cccc(-n2cnnn2)c1	-0.4	-5	3	-16	1	-6	-22	-8	-0.1	24	-19
CCC(C)C(=O)C(=O)N1CCC(n2nccc2NC(=O)CCOc2ccccc2)CC1 (stereo not drawn)	-0.9	-7	-47	-39	·	·	-8	-36	0.1	11	8
CCCCNC(=O)CNC(=S)N(Cc1ccccc1)Cc1cccs1	-0.3	6	-20	7	5	-11	-11	12	-0.1	-1	-7
SMILES	hiPSC survival	KKLEB cytotox	NR2E3 ag-1	Peg3 prom inh	NR2E3 ag-2	MITF TRPM1 inh	Shn3 3UTR inh	HIF-2a block	aDG glyco up	CF NFkB block	TWEAK-Fn14 inh
N#Cc1c2n(c(=S)n(-c3ccc(F)cc3)c1=O)CCCCC2	-1.0	11	-10	14	5	-7	-21	4	0.2	-5	8
CCCCCCCCc1nnc(N)s1	-0.7	-5	-19	-5	-6	-36	-18	-1	0.0	-9	-10
COc1ccc(OCCC(=O)OCC(=O)NC2CCCCCCC2)cc1	0.4	7	-3	13	4	4	14	7	0.1	-14	16
O=C(N/N=C/c1cc(Cl)cc([N+](=O)[O-])c1O)c1ccc2c(c1)OCO2	-0.5	8	14	3	4	6	-10	-39	0.1	9	0
Cc1c(C)c2ccc(OCC(=O)NCCCn3ccnc3)cc2oc1=O	-0.2	9	-18	-4	-1	-8	-14	-31	0.2	-33	-3
Cc1c(Cl)cccc1NC(=O)CSc1nncn1-c1cccnc1	0.7	-7	-21	2	1	0	9	4	-0.1	-10	27
CCC(=O)N(Cc1ccco1)c1nc(-c2ccccc2)cs1	0.6	8	-13	-21	-3	-5	-45	-108	0.3	-11	-11
OCCC1CN(Cc2cccs2)CCN1Cc1ccccc1 (stereo not drawn)	-1.0	-30	6	9	1	5	-73	13	-0.1	-14	23
COc1ccc(NC(=O)CN2C(=O)C(=O)N(C3CCCC3)C2=O)c(OC)c1	-1.0	10	8	-13	·	-1	-16	2	0.0	-3	-12
COc1ccccc1OCC(=O)OCC(=O)NCCN1C(=O)CSC1=O	-2.2	-8	1	15	-3	-2	-22	15	-0.4	25	-11
COCCn1c(SCC(=O)Nc2cccc(C)c2)nnc1C(C)C	-1.6	-2	3	9	-2	5	-10	15	0.0	-11	-34
COc1ccc(C(=O)CSc2nnc(CNc3ccc(F)cc3)o2)cc1	6.3	4	-6	20	0	2	19	-14	1.5	-16	3
CC1(Cc2ccccc2Cl)C(=O)Nc2c(Cl)ccc(Cl)c21 (stereo not drawn)	-3.0	-9	-8	15	·	·	0	3	0.1	8	14
CSCCC(NS(=O)(=O)c1ccc2c(c1)oc(=O)n2C)C(=O)NC1CCCCC1 (stereo not drawn)	1.2	18	10	3	1	3	7	10	0.0	-19	21
COc1ccc(OC)c(C2c3[nH]c4ccccc4c3C[C@H]3C(=O)N(C4CC4)CC(=O)N23)c1 (stereo partly drawn)	-0.3	-2	-9	11	4	4	-1	15	0.0	-2	-2
OC1Cc2ccccc2C1Nc1cccc(C(F)(F)F)c1 (stereo not drawn)	-2.4	14	-2	3	·	20	2	15	0.0	15	-3
Cn1c(=O)cc(OCCCC(=O)Nc2ccccn2)c2ccccc21	-0.5	12	-47	14	2	10	-13	-2	-0.4	-19	1
CCc1ccc(OCCNC(=O)OCc2ccccc2)cc1	-0.8	-7	-10	-5	3	10	5	3	0.2	11	-5
Nc1ccccc1Oc1c(F)c(F)c(Oc2ccccc2N)c(F)c1F	3.1	-3	6	-6	11	-3	-7	3	-0.4	-14	5
Cn1c(SCc2ccccc2)nnc1-c1ccncc1	-2.6	16	-28	21	7	-4	-14	-19	0.0	-1	-6
CCn1c(SCC(=O)c2ccccc2)nnc1-c1cccs1	-0.4	-3	-81	-232	0	-40	-60	-175	0.1	-9	-14
COc1ccc(-c2nc(S(=O)(=O)c3ccc(C)cc3)c(N3CCCC3)o2)cc1	-0.2	-5	-13	7	1	-10	-7	4	0.4	1	-16
OC(CN1CCCCC1)c1ccc(Br)cc1 (stereo not drawn)	3.8	-8	12	-7	·	-2	-1	11	0.0	-2	-5

Structures shown so far with an aryl thioether with sulfur outside any ring:
SMILES	hiPSC survival	KKLEB cytotox	NR2E3 ag-1	Peg3 prom inh	NR2E3 ag-2	MITF TRPM1 inh	Shn3 3UTR inh	HIF-2a block	aDG glyco up	CF NFkB block	TWEAK-Fn14 inh
CCn1c(Sc2ccc(N)cc2Cl)nc2ccccc21	-1.9	6	6	20	1	4	-8	17	-0.1	-10	2
CC(Sc1cccc2cccc(C(=O)O)c12)C(=O)O (stereo not drawn)	5.3	6	5	-5	6	5	-14	10	-0.4	-8	13
Cc1c(Cl)cccc1NC(=O)CSc1nncn1-c1cccnc1	0.7	-7	-21	2	1	0	9	4	-0.1	-10	27
COCCn1c(SCC(=O)Nc2cccc(C)c2)nnc1C(C)C	-1.6	-2	3	9	-2	5	-10	15	0.0	-11	-34
COc1ccc(C(=O)CSc2nnc(CNc3ccc(F)cc3)o2)cc1	6.3	4	-6	20	0	2	19	-14	1.5	-16	3
Cn1c(SCc2ccccc2)nnc1-c1ccncc1	-2.6	16	-28	21	7	-4	-14	-19	0.0	-1	-6
CCn1c(SCC(=O)c2ccccc2)nnc1-c1cccs1	-0.4	-3	-81	-232	0	-40	-60	-175	0.1	-9	-14

As a working copy, 5 of the compounds above.
SMILES	hiPSC survival	KKLEB cytotox	NR2E3 ag-1	Peg3 prom inh	NR2E3 ag-2	MITF TRPM1 inh	Shn3 3UTR inh	HIF-2a block	aDG glyco up	CF NFkB block	TWEAK-Fn14 inh
Nc1ccccc1Oc1c(F)c(F)c(Oc2ccccc2N)c(F)c1F	3.1	-3	6	-6	11	-3	-7	3	-0.4	-14	5
Cn1c(SCc2ccccc2)nnc1-c1ccncc1	-2.6	16	-28	21	7	-4	-14	-19	0.0	-1	-6
CCn1c(SCC(=O)c2ccccc2)nnc1-c1cccs1	-0.4	-3	-81	-232	0	-40	-60	-175	0.1	-9	-14
COc1ccc(-c2nc(S(=O)(=O)c3ccc(C)cc3)c(N3CCCC3)o2)cc1	-0.2	-5	-13	7	1	-10	-7	4	0.4	1	-16
OC(CN1CCCCC1)c1ccc(Br)cc1 (stereo not drawn)	3.8	-8	12	-7	·	-2	-1	11	0.0	-2	-5

Compound activity (PubChem BioAssay)

Hits appear at their usual frequency; overall some 4.4% were active at least once.
